Source: PubChem (several laboratories)
Y pestis TopoI: inhibitors of Yersinia pestis topoisomerase I; 360,000 compounds, 0.064% hits; Y. pestis Topo-I cleavage product accumulation, plate reader; AID 504884; activity, % at 10 µM; in the data active = activity above about 50%, passing the limit was not always enough; inconclusive = no clear call, values can overlap the other calls; also: inactives centre near 2
TcdB GH inh: TcdB glycohydrolase inhibition; 350,000 compounds, 0.24% hits; P18177; TcdB glycohydrolase enzymatic assay, plate reader; inhibition, % at 9.99 µM; in the data active = inhibition above about 10%
PfHsp40 rescue: rescue of PfHsp40-mediated yeast toxicity. growth rescue, % at 12.5 µM. 340,000 compounds, 0.68% hits. S. cerevisiae expressing PfHsp40, growth rescue, ATP luminescence. AID 504582; in the data active = growth rescue above about 28%, passing the limit was not always enough; inconclusive = no clear call, values can overlap the other calls;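 also: yeast W303a lacking pdr1 and pdr3 grown in galactose medium; growth measured after three days at 30 °C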
MazF activator: increases E. coli MazEF RNase cleavage of RNA | P0AE70 | FAM/BHQ RNA-DNA oligo cleavage fluorescence, 5 h | activation, % at 20 µM | 350,000 compounds, 0.32% hits; in the data active = activation above about 50%
Target sequence (P0AE70 whole entry, looked up): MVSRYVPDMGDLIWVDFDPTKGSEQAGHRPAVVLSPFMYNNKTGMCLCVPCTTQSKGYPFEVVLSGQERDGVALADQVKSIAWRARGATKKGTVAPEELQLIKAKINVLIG
PriA SSB inh: K. pneumoniae PriA-SSBct interaction inhibition. AlphaScreen SSBct-PriA binding, biotinylated peptide. inhibition, % at 33 µM. 430,000 compounds, 0.6% hits. AID 1272365; in the data active = inhibition mostly above about 37%, no sharp cut-off; inactive = mostly below about 20%;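 also: plate controls were negative control peptide for no effect and reference peptide for full effect; strong numbers were not always called active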
Vc quorum ag: quorum light induction in luxS cqsA deficient V. cholerae; V. cholerae BH1578 lux reporter, luminescence, 6 h; 350,000 compounds, 0.16% hits; activation, % at 18.7 µM; in the data active = activation mostly above about 9.7%, no sharp cut-off; inconclusive = no clear call, values can overlap the other calls; inactive = mostly below about 3.7%; also: not every result past the cut was called active; inactives centre near 0; reference of the scale not given here
SARS 3CLpro inh: SARS-CoV 3CLpro protease inhibition; P0C6X7; recombinant SARS-CoV 3CLpro, quenched FRET peptide cleavage; inhibition, % at 6 µM; 290,000 compounds, 0.14% hits; AID 1706; in the data active = inhibition above about 12%
Anthrax LF inh2: inhibitors of Bacillus anthracis lethal factor protease | P15917 | multiplex microsphere protease cleavage assay, LF | inhibition, % at 10 µM | 360,000 compounds, 0.12% hits | AID 588501; in the data active = inhibition above about 30%; inconclusive = no clear call, values can overlap the other calls; also: plate controls were buffer without enzyme for full effect and enzyme alone for no effect
Target sequence (P15917 whole entry, looked up): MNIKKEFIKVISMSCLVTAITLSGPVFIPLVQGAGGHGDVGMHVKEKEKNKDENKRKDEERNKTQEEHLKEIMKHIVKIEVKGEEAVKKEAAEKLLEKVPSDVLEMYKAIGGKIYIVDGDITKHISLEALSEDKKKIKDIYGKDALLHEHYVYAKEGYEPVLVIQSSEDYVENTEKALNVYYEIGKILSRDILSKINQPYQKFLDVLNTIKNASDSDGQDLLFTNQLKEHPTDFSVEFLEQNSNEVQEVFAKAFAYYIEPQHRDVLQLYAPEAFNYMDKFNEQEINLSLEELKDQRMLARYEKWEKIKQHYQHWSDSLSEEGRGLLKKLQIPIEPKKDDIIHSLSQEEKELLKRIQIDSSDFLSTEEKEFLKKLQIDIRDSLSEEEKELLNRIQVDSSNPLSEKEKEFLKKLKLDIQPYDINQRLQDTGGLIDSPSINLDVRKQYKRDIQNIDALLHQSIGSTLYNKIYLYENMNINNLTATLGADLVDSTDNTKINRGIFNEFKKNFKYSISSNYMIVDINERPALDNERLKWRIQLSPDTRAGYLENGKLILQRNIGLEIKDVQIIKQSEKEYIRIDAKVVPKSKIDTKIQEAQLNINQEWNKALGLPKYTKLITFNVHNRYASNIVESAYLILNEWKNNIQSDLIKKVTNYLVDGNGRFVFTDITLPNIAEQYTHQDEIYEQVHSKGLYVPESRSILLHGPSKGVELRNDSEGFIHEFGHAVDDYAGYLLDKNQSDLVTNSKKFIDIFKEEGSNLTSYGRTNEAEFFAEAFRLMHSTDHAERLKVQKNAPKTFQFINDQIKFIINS
Rv3671c protease: inhibits the M. tuberculosis serine protease Rv3671c; inhibition, % at 5.96 µM; 320,000 compounds, 0.048% hits; AID 2606; in the data active = inhibition above about 38%;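 also: extracellular domain of Rv3671c used as enzyme; 0% = enzyme with DMSO and 100% = no enzyme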
VHR inh abs: inhibitors of human VHR1 phosphatase (DUSP3); recombinant VHR phosphatase, pNPP absorbance; inhibition, % at 13.3 µM; AID 1654; 290,000 compounds, 0.52% hits; P51452; in the data active = inhibition above about 50%; also: some compounds called inactive have numbers as strong as hits
Target sequence (P51452 whole entry, looked up): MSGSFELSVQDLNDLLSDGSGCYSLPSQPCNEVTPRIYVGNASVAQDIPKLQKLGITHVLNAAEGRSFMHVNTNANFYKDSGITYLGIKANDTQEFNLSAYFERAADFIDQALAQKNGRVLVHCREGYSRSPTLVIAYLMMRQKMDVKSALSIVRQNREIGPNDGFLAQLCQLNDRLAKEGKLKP
* marks the source's active call; other numbers are inactive results; i = inactive; ? = inconclusive; . = not tested or not shown; & = joins results of further samples. A portion of the library; the hit share may differ from the screen's.

SMILES	Y pestis TopoI	TcdB GH inh	PfHsp40 rescue	MazF activator	PriA SSB inh	Vc quorum ag	SARS 3CLpro inh	Anthrax LF inh2	Rv3671c protease	VHR inh abs
COc1ccc(OC)c(/C=C/C(=O)OCC(=O)Nc2nnc(-c3ccccc3)o2)c1	8	-1.1	-0.1	1	0	-0.8	.	-1	2	.
CC1CCCC(O)(C(C(=O)O)c2ccccc2)C1 (stereo not drawn)	1	2.2	-0.2	-1	-1	i	.	-3	.	.
Cc1c(C(=O)Nc2ccccc2)c2cc(O)ccc2n1Cc1ccccc1	-5	1.1	0.1	20	26	-0.3	2	-7	-1	0
COc1cc(NC(=S)NCc2ccco2)cc(OC)c1	-12	.	-2.8	-2	2	0.1	2	0	1	-1
O=C(COC(=O)c1ccccc1OCc1ccccc1Cl)NC1CCS(=O)(=O)C1 (stereo not drawn)	20	1.3	2.5	0	-2	-0.5	.	-1	3	.
Cc1ccc(NC(=O)Nc2ccc(F)cc2F)c(OC(F)F)c1	-7	-0.1	-1.2	4	-7	i	4	-4	3	12
CCCn1c(SCC(=O)NCc2ccco2)nnc1C(C)C	2	-1.1	1.7	5	-10	-0.2	3	-6	0	-2
COC(=O)CCC(=O)Nc1cccc(Cl)c1	1	.	-2.5	6	-15	i	5	-4	2	4
Cc1cc(NC(=O)C(C)SCC(=O)OCC(=O)N(C)c2ccccc2)no1 (stereo not drawn)	4	0.7	2.0	-1	-8	-3.4	.	0	12	.
COc1ccc([C@H]2C[C@H](O)[C@@H](n3cc(-c4ccc(F)cc4)nn3)CN2Cc2cccs2)cc1	33	1.2	.	-3	.	-0.6	.	-10	.	.
CCCn1c(Cc2ccccc2)n[nH]c1=S	1	.	-0.5	1	-3	-12	-3	4	4	26
O=C(COC(=O)Cc1ccc(Cl)cc1)Nc1ccc(OC(F)F)cc1	2	.	2.3	0	-2	-2.0	5	-3	0	8
CCC(C)c1ccc(S(=O)(=O)N2CCN(C(C)C(=O)NC3CCCC3)CC2)cc1 (stereo not drawn)	26	-1.1	-0.3	0	-8	-0.3	.	-4	-3	.
Cn1c(O)c(/C=N/c2ccccn2)c(=O)n(C)c1=O	4	0.2	0.5	4	.	-3.6	-5	6	3	15
CSCCC(NC(=O)/C(=C/c1ccc2c(c1)OCO2)NC(=O)c1cccc([N+](=O)[O-])c1)C(=O)O (stereo not drawn)	-1	0.0	-0.5	-1	12	i	2	-1	1	3
COc1ccc(NC(=O)CN(C)CC(=O)Nc2cccc(F)c2)cc1Cl	8	1.1	-0.9	2	0	i	-5	1	0	2
OCC1(Cc2ccc(F)cc2F)CCCN(CCCc2ccccc2)C1 (stereo not drawn)	8	-0.3	-2.0	4	-6	-0.3	-3	4	-2	1
COc1cc(C(=O)N(c2ccc(C)c(C)c2)C2C=CS(=O)(=O)C2)cc(OC)c1OC (stereo not drawn)	0	0.8	-2.8	9	5&-6	-1.4	1	-2	-3	18
CCOc1ccc(S(=O)(=O)N2CCN(C(=O)c3cc4c(s3)CCCC4)CC2)cc1	-6	.	0.1	-2	-17	0.6	7	-6	2	4
COc1ccc2[nH]c3c(C)c4ccncc4c(C)c3c2c1	-56	2.8	7.7	-11	2	-0.4	-12	-29	10	2

Five neighbouring entries from above, for reference:
SMILES	Y pestis TopoI	TcdB GH inh	PfHsp40 rescue	MazF activator	PriA SSB inh	Vc quorum ag	SARS 3CLpro inh	Anthrax LF inh2	Rv3671c protease	VHR inh abs
COc1ccc(NC(=O)CN(C)CC(=O)Nc2cccc(F)c2)cc1Cl	8	1.1	-0.9	2	0	i	-5	1	0	2
OCC1(Cc2ccc(F)cc2F)CCCN(CCCc2ccccc2)C1 (stereo not drawn)	8	-0.3	-2.0	4	-6	-0.3	-3	4	-2	1
COc1cc(C(=O)N(c2ccc(C)c(C)c2)C2C=CS(=O)(=O)C2)cc(OC)c1OC (stereo not drawn)	0	0.8	-2.8	9	5&-6	-1.4	1	-2	-3	18
CCOc1ccc(S(=O)(=O)N2CCN(C(=O)c3cc4c(s3)CCCC4)CC2)cc1	-6	.	0.1	-2	-17	0.6	7	-6	2	4
COc1ccc2[nH]c3c(C)c4ccncc4c(C)c3c2c1	-56	2.8	7.7	-11	2	-0.4	-12	-29	10	2

Compound profiles (already shown). Order of screens: Y pestis TopoI | TcdB GH inh | PfHsp40 rescue | MazF activator | PriA SSB inh | Vc quorum ag | SARS 3CLpro inh | Anthrax LF inh2 | Rv3671c protease | VHR inh abs
`COC(=O)CCC(=O)Nc1cccc(Cl)c1` in the list: 1 | . | -2.5 | 6 | -15 | i | 5 | -4 | 2 | 4
`COc1cc(NC(=S)NCc2ccco2)cc(OC)c1` in the list: -12 | . | -2.8 | -2 | 2 | 0.1 | 2 | 0 | 1 | -1

(further entries)
SMILES	Y pestis TopoI	TcdB GH inh	PfHsp40 rescue	MazF activator	PriA SSB inh	Vc quorum ag	SARS 3CLpro inh	Anthrax LF inh2	Rv3671c protease	VHR inh abs
CC(=O)c1c(C)nc(-c2ccccc2)nc1NC(=O)C(C)C	-5	.	0.5	4	-1	i	-1	-9	0	36
c1ccc(-c2nc3ccccc3[nH]2)cc1	19	2.3	-0.5	-18	-12	i	-6	-6	7	25
CCOCCCn1c(SCC(=O)NC2CCCCC2)nc2ccccc2c1=O	13	1.8	.	0	.	i	.	0	.	.
CNc1snc(C)c1C(=O)OC(C)C(=O)Nc1cccc(C)c1 (stereo not drawn)	4	1.3	2.1	-1	-2	1.7	.	-4	1	.
CC(=O)c1cccc(NC(=O)c2cc(-c3ccco3)on2)c1	6	1.6	-0.1	12	2	-0.1	-4	3	-6	10
COc1cccc(-c2cc(C(=O)N3CCCCCC3)no2)c1	17	1.8	-0.2	7	-10	-0.5	-8	-4	4	-2
Cc1cccc(Nc2nc(NCCO)nc(N3CCCC3)n2)c1	9	1.2	-2.6	6	-3	-11	.	-8	0	.
O=C1NC(=O)C(Cc2cccc(Oc3ccccc3)c2)S1 (stereo not drawn)	12	-0.4	-1.8	-4	12	i	-2	3	-17	28
Cc1nn2c(COc3ccc(NC(=O)c4ccccc4Cl)cc3)nnc2c2ccccc12	28	.	1.7	-8	-3	-1.6	2	-1	-1	17
Cc1cc(C)c(C#N)c(SCC2COc3ccccc3O2)n1 (stereo not drawn)	5	.	1.1	0	-53	i	-2	-2	10	-7
CC(=O)c1c(C)nc2nonc2c1N	0	.	0.0	0	1	i	-2	3	-3	11
Cc1ccc(/C=N/Nc2cn[nH]c(=O)n2)o1	-5	0.0	-1.7	-3	.	i	-2	0	-2	-10
CSc1cccc(NC(=O)CN(c2ccc(C)cc2C)S(C)(=O)=O)c1	17	.	0.6	-3	-3	-1.1	9	.	-5	-4
Cn1ccnc1SCC(=O)N1CCc2ccccc21	9	1.0	-1.3	2	-10	i	2	5	2	-23
O=c1c2ccccc2oc2cc(OCc3ccc(F)cc3)cc(O)c12	-4	0.8	-1.6	-14	3	0.5	-1	-7	.	-1
CC(C)N1CCN(Cc2ccc3c(c2)Cc2ccccc2-3)CC1CCO (stereo not drawn)	21	0.7	-0.9	10	4	i	2	0	-3	35
Oc1ccccc1-c1cc(C(F)(F)F)nc(-c2ccccc2)n1	0	4.4	-0.2	-9	-7	-0.3	3	0	-7	6
Cc1cc(C(C)(C)C)cc(C)c1S(=O)(=O)N1CCN(C(=O)c2cc([N+](=O)[O-])c[nH]c2=O)CC1	21	0.4	0.3	0	12	-1.3	2	-18	-5	20
O=C(CCN1CCCCC1)N/N=C/c1c[nH]c2ccccc12	12	0.9	1.4	5	.	-0.6	2	0	6	0
CCn1c(SCC(=O)N/N=C/C=C\c2ccccc2[N+](=O)[O-])nc2ccccc21	27	.	0.3	7	.	i	0	1	0	2
N#C/C(=C/c1ccc(CNS(=O)(=O)c2ccccc2)o1)C(N)=O	-7	.	-1.4	5	-7	-0.6	-1	-2	0	21
Cc1cc(C)c(C)c(OCCCCn2cnc3ccccc3c2=O)c1	8	.	-0.1	2	-26	-0.4	4	-3	-1	6
CCOc1ccc(-c2noc(CCC(=O)NC3CCCC3)n2)cc1OC	3	1.9	0.4	-7	-2	-0.2	-3	4	4	28
CC(C)NC(=S)NN=C1CCCCCCCCCCC1	0	0.8	1.8	3	3	i	2	-3	8	7
COc1ccc(NC(=O)c2c3c(nc4ccccc24)CCN(Cc2ccccc2)C3)c(OC)c1	15	-0.6	2.0	6	8	-0.3	1	-11	-11	18
CC(C)c1ccc(OCC(O)CN2CCN(c3ccccn3)CC2)cc1 (stereo not drawn)	3	1.6	-1.5	2	-6	i	0	-6	0	1
Cc1nonc1CN(C)C(=O)CC1C(=O)NCCN1Cc1cccc(C(F)(F)F)c1 (stereo not drawn)	7	-0.4	-0.5	-5	-1	i	1	-2	4	2
O=C(O)C1=CC[C@@H](c2ccc(Cl)cc2)N(S(=O)(=O)c2ccc(Cl)cc2)[C@H]1c1ccc(Br)cc1	15	1.2	9.6	5	10	i	.	0	-17	.
CC(C)C(=O)N1CCC1(C)C(=O)Nc1ccc(-n2cncn2)cc1 (stereo not drawn)	2	1.6	.	.	.	-4.5	.	-4	.	.
COc1ccc(S(=O)(=O)N2CCC(C(=O)NCCC3=CCCCC3)CC2)cc1C	25	0.6	0.1	2	-14	i	-1	0	3	20
COc1ccc(NS(=O)(=O)c2c(C)n(C)c(=O)n(C)c2=O)cc1	-7	0.6	2.6	6	-4	-0.6	3	2	-1	6
OC(CNCC#Cc1ccccc1)c1ccccc1 (stereo not drawn)	-5	0.5	0.2	-7	6	3.7	1	0	-9	36
COc1ccc(C(=O)NC=C2C(=O)OC(C)(C)OC2=O)cc1	6	2.2	0.9	1	-4	i	3	13	-6	-6
Cc1sc2ncnc(N3CCC(C(=O)Nc4ccc(Br)cc4Br)CC3)c2c1C	1	2.5	1.4	-20	-13	4.0	.	?	-21	.
Cc1cc(-c2ccc(C(C)C)c(S(=O)(=O)Nc3ccccn3)c2)on1	4	5.8	1.0	5	4	-0.3	7	6	-7	3
CCCCn1cnc2cc(C)c(C)cc21	8	1.4	-0.8	-11	-18	-1.1	-3	-2	0	17
CCOc1ccc(C2N(c3ccc(F)cc3)C(=O)C3CCCN32)cc1 (stereo not drawn)	-5	-0.4	0.7	-6	-7	-0.4	0	-1	6	-20
CC(C)C(=O)N1CCN(c2ccccc2NC(=O)c2ccc([N+](=O)[O-])o2)CC1	-2	0.1	-0.7	7	-3	-0.5	-4	-4	-3	46
CC1(C(=O)NS(=O)(=O)c2ccccc2Cl)CCN1C(=O)CC1CC1 (stereo not drawn)	7	1.2	.	.	.	0.2	.	-9	.	.
NS(=O)(=O)c1ccc(NC(=O)CN2CCN(S(=O)(=O)c3ccc(F)cc3)CC2)cc1	-13	0.6	0.6	4	11	i	0	1	-4	6
CC(C)(C)c1ccc(C(=O)c2c[nH]c(C(=O)NCCc3ccccn3)c2)cc1	-5	1.0	0.4	3	-16	-0.5	8	-1	-13	6

Filtered by structure: those above with a nitro group on carbon
SMILES	Y pestis TopoI	TcdB GH inh	PfHsp40 rescue	MazF activator	PriA SSB inh	Vc quorum ag	SARS 3CLpro inh	Anthrax LF inh2	Rv3671c protease	VHR inh abs
CSCCC(NC(=O)/C(=C/c1ccc2c(c1)OCO2)NC(=O)c1cccc([N+](=O)[O-])c1)C(=O)O (stereo not drawn)	-1	0.0	-0.5	-1	12	i	2	-1	1	3
Cc1cc(C(C)(C)C)cc(C)c1S(=O)(=O)N1CCN(C(=O)c2cc([N+](=O)[O-])c[nH]c2=O)CC1	21	0.4	0.3	0	12	-1.3	2	-18	-5	20
CCn1c(SCC(=O)N/N=C/C=C\c2ccccc2[N+](=O)[O-])nc2ccccc21	27	.	0.3	7	.	i	0	1	0	2
CC(C)C(=O)N1CCN(c2ccccc2NC(=O)c2ccc([N+](=O)[O-])o2)CC1	-2	0.1	-0.7	7	-3	-0.5	-4	-4	-3	46
